High-throughput results deposited in PubChem by National Center for Advancing Translational Sciences (NCATS).
KB-3-1 tox: KB-3-1 parental cell cytotoxicity | KB-3-1 viability, CellTiter-Glo ATP luminescence, 72 h | Potency, µM (series often up to 46.1 µM), for inactives: top-dose activity change, negative = cytotoxic, usual class: cytotoxic | hit rate 1.4% among 400,000; note: potency is the fitted concentration of half-maximal effect; % is set by controls: 0 for no effect and ±100 for the full control effect; nearly all actives have a fitted effect of over 60% in size
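Using CellTiter-Glo luminescence, growth of non-resistant KB-3-1 adenocarcinoma cells is assessed 72 h after pin-tool compound addition at 37 °C. Normalized responses across the concentration series yield fitted curves.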
DRD3 agonist: activates the human D3 dopamine receptor; P35462; D3R DiscoveRx beta-arrestin cells, luminescence, 90 min; max activation, %; hit rate 0.58% among 410,000; in the data active = max activation above about 30%; note: 0% is about no effect; mostly tested at two doses, the higher about 12 µM
Target sequence (P35462 whole entry, looked up): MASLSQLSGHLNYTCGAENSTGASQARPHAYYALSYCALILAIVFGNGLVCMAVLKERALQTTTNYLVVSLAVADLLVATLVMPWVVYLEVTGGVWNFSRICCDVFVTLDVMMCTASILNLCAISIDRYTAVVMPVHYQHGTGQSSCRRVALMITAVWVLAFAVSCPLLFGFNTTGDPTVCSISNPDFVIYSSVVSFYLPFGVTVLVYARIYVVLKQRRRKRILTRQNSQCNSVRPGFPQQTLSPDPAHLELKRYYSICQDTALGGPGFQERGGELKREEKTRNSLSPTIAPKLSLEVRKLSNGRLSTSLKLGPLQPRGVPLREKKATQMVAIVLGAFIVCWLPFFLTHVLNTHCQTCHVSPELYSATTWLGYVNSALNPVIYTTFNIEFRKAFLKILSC
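Agonist-mode cell screen: cells plated at 1500/well and incubated overnight at 37 °C, then exposed to library compounds for 90 min at 37 °C. Detection reagent was added for 30–60 min at room temperature, and luminescence was read.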
HEK293 tox: cytotoxicity in counter-screen for GLP-1R inverse agonists; HEK293 cAMP-luciferase reporter cells, luminescence, 24 h; Potency, µM (highest dose often 38.3 µM), for inactives: top-dose activity change, negative = inhibition, most hits filed as inhibitors; hit rate 0.13% among 410,000; AID 624418;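 note: loss of luciferase light is scored as toxicity; potency is the fitted concentration of half-maximal effect; % is set by controls: 0 for no effect and ±100 for the full control effect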
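1536-well qHTS counterscreen of the MLSMR; 200 cells/uL, 12 h pre-incubation, 23 nL cpd, 24 h at 37 deg C 5% CO2, luciferase detection reagent, 12 min RT, luminescence. Inhibition = undesired.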
HT1080-NT tox: kills 2HG-producing HT-1080-NT fibrosarcoma cells; Potency, µM (doses to about 46.1 µM), without a hit: top-dose activity, negative = less viability, most hits filed as cytotoxic; hit rate 1.6% among 360,000; HT-1080-NT fibrosarcoma viability, CellTiter-Glo ATP luminescence, 48 h; AID 686970;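 note: NT is the 2HG producing partner of a matched IDH1 knockdown line; potency is the fitted concentration of half-maximal effect; 0% = DMSO-treated cells and -100% = media-only wells without cells; nearly all actives have a fitted effect of over 55% in size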
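Toxicity toward the 2HG-producing NT line was scored as %Activity, normalised to DMSO and no-cell wells, from CellTiter-Glo luminescence after 48 hours' treatment.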
MCF10A rereplic: induces DNA re-replication in MCF 10a normal breast cells; MCF 10A DNA re-replication, Hoechst nuclear intensity, 48 h; Potency, µM (doses to about 46.1 µM), for inactives: at the top dose activity, positive = re-replication, hits mostly activators; hit rate 2.9% among 350,000; AID 624296; note: potency is the fitted concentration of half-maximal effect; % of control where 0% means no effect; nearly all actives have a fitted effect of over 50% in size
SW480 rerep: DNA re-replication induction in SW480 cells; SW480 DNA re-replication, Hoechst DNA content imaging, 48 h; Potency, µM (doses to about 46.1 µM), for inactives: top-dose re-replication activation, most hits filed as activators; hit rate 1.8% among 340,000; AID 624297; note: potency is the fitted concentration of half-maximal effect; % of control where 0% means no effect; nearly all actives have a fitted effect of over 55% in size
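DNA re-replication was detected as more nuclei of elevated Hoechst intensity after 48 hr exposure to compound (23 nL pinned per well of 250 cells).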
HT1080 IDH1KD tx: kills HT-1080 cells with IDH1 knockdown; HT-1080 IDH1 knockdown viability, ATP luminescence, 48 h; Potency, µM (highest dose often 46.1 µM), for inactives: at the top dose activity, negative = toxicity, hits mostly cytotoxic; hit rate 2% among 360,000;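 note: potency is the fitted concentration of half-maximal effect; 0% = DMSO wells and -100% = cell-free medium wells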
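Knockdown cells (IDH1KD HT-1080) received compounds 2 h after plating at 750 cells/well and were kept 48 h at 37 °C in 5% FBS RPMI. A CellTiter-Glo luminescence read gave % activity for curve fitting.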
KB-V1 MDR tox: kills drug-selected multidrug resistant KB-V1 cells; KB-V1 MDR cells viability, CellTiter-Glo, 72 h; Potency, µM (doses to about 46.1 µM), for inactives: top-dose activity change, negative = cytotoxicity, hits mostly cytotoxic; hit rate 3.4% among 400,000; note: potency is the fitted concentration of half-maximal effect; % is set by controls: 0 for no effect and ±100 for the full control effect; nearly all actives have a fitted effect of over 60% in size
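Drug-selected KB-V1 cells, grown in DMEM lacking phenol red with 10% FBS, receive compound titrations; after three days at 37 degrees C, surviving cell ATP is quantified by CellTiter-Glo luminescence and responses normalized and curve-fitted.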
IL-1B inflam inh: inflammasome signaling inhibition, IL-1 beta readout | THP-1 LPS/ATP IL-1B secretion, AlphaLISA, 16 h; stronger effect = lower value | hit rate 4.7% among 360,000 | activity change, % at 57.5 µM | AID 743279; in the data active = activity change below about -50%; inconclusive = mostly about -30% to -49%; note: % is set by controls: 0 for no effect and ±100 for the full control effect
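THP-1 cells pretreated 1 hr with compounds (up to 57.5 uM final), then stimulated with LPS (250 ng/mL final) plus ATP (1.25 mM final); secreted IL-1B measured by AlphaLISA after 16 hr, decreased signal indicating inhibition.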
* hit, by the source's call; i = inactive; ? = inconclusive; / = no result given; & = joins results of further samples; [ ] = another dose, or the depositor's remark. Unless noted, calls come from the whole dose curve; as a rule, active = well fitted curve in the direction sought with a large enough effect; inconclusive = small, poorly fitted or top-dose-only effect, or another doubt; inactive = no such curve, though single readings can be large; an effect the other way counts as inactive or inconclusive. Random draw from the library; about 11% have a hit in one of these screens.

The line under a structure holds: KB-3-1 tox | DRD3 agonist | HEK293 tox | HT1080-NT tox | MCF10A rereplic | SW480 rerep | HT1080 IDH1KD tx | KB-V1 MDR tox | IL-1B inflam inh
- Cc1cc(C)cc(NC(=O)c2ccc(S(=O)(=O)N(C)CC3CCCO3)cc2)c1 (stereo not drawn)
 : 2% | 0 | 5% | 4% | 3% | 5% | 0% | -27% | i
- COCCN(C(=O)COC(=O)CSc1ccc2ccccc2c1)c1c(N)n(Cc2ccccc2)c(=O)[nH]c1=O
 : -3% | 7 | 4% | -1% | 6% | -6% | 2% | 15% | 13
- C=C(C)COc1ccc(-c2n[nH]c(C)c2-c2ccccc2)c(O)c1
 : ? | 2 | ? | 21µM* | ? | 3% | ? | ? | -17
- COC(=O)CNC(=O)COC(=O)c1ccc(OC)c([N+](=O)[O-])c1
 : 15% | 0 | -4% | 12% | -2% | -1% | 15% | 0% | 29
- O=C(Nc1ccccc1N1CCN(C(=O)c2ccc(Cl)cc2)CC1)c1ccc([N+](=O)[O-])o1
 : 21µM* | -6 | -24% | ? | ? | 16µM* | ? | ? | -76*
- CC(=O)COc1cc(C)cc2oc(=O)cc(-c3ccccc3)c12
 : 0% | 4 | 2% | 6% | -6% | 0% | 6% | -19% | 2
- CCS(=O)(=O)N1CCCc2cc(C(=O)Nc3cccc(C(C)=O)c3)ccc21
 : 6% | 6 | -13% | / | / | / | / | ? | /
- Cc1cc2oc(C(=O)NCCc3ccc(S(N)(=O)=O)cc3)cc(=O)c2cc1C
 : 19%&0% | 13&-4 | -8%&-3% | ? | 3% | 7% | -22% | 15%&28% | 2
- COc1cccc(CN(C)Cc2cc(=O)oc3c(C)c(C)ccc23)c1
 : 16µM* | 3 | -1% | -22% | 13% | -10% | -21% | -4% | 14
- CNC(=O)c1c(NC(=O)CCS(=O)(=O)c2ccccc2)sc2c1CCN(C(=O)OC)C2
 : 4% | -11 | 10% | 0% | 14% | -4% | 7% | -14% | 8
- CCOC(=O)c1cc2sc(C)cc2n1CC(=O)NCc1ccc(F)cc1
 : -1% | 3 | -18% | ? | 0% | 3% | -2%[9.24 µM] | -16% | -7
- CC1C(=O)N2CCCc3cc(NC(=O)C(=O)NCCN4CCOCC4)cc1c32 (stereo not drawn)
 : -3% | 2 | 3% | 2% | 1% | -18% | 6% | -3% | 3
- CCC(=O)c1ccc(Oc2ccc(C(=O)c3ccc(C)cc3)cc2[N+](=O)[O-])cc1
 : -7% | 2 | -5% | -5% | ? | 27% | -12% | 0% | -80*
- Cc1ccc([N+](=O)[O-])cc1S(=O)(=O)Nc1cccc(S(=O)(=O)NC2=NCCC2)c1
 : 0% | -2 | 5% | -4% | 6% | 2% | -6% | -4% | 9
- CCCCN(C=O)c1c(CC)nc2ccc(C(=O)N(C)Cc3ccco3)cn12
 : 0% | 1 | -13% | ? | / | / | 11% | -1% | 29
- CCCn1c(SCC(=O)Nc2ccc(OC)cc2[N+](=O)[O-])n[nH]c1=O
 : 11% | 3 | 6%[0.307 µM] | 15% | 0% | 1% | 12% | -21% | 14
- CC(NC(=O)COC(=O)c1cc(=O)[nH]c2ccccc12)c1ccccc1 (stereo not drawn)
 : 0% | -14 | -1% | 10% | -4% | 2% | 8% | 0% | -4
- CC1(C(=O)Nc2nc3ccc(S(C)(=O)=O)cc3s2)CC1(Cl)Cl (stereo not drawn)
 : 19% | 2 | -4% | 1% | 5% | 3% | 0% | 10% | -20
- COc1cccc(C2Nc3cc(Cl)c(S(N)(=O)=O)cc3S(=O)(=O)N2)c1 (stereo not drawn)
 : 5% | 1 | -13% | 7% | -2% | -7% | 4% | -6% | 1
- CC(=O)c1c(C)[nH]c(C(=O)OCC(=O)N(C)C)c1C
 : 0% | -5 | 8% | 0% | ? | 13% | 6% | -9% | 4
- Cc1c(C(=O)N(C)Cc2ccc(F)cc2)sc(=O)n1Cc1ccccc1C#N
 : -19% | 0 | 1% | 6% | / | / | -13% | ? | 1
- Cc1cc2nnn(-c3nnc(-c4ccccc4)c4ccccc34)c2cc1C
 : 5% | -9 | 0% | 22% | 1% | 2% | 17% | 7% | 9
- CC1(C)C/C(=N/Nc2ccc([N+](=O)[O-])cc2[N+](=O)[O-])C(C)(C)O1
 : 1% | 9 | -4% | -1% | -2% | -11% | -2% | -6% | -14
- Cc1ccc2c(c1)N(CC(=O)NC1CCC(C)CC1)C(=O)c1cccnc1O2 (stereo not drawn)
 : 0% | 1 | -21% | 4% | 7% | 3% | 10% | -4% | -12
- O=C(C(=O)N1CCOCC1)c1cn(CCOc2ccccc2)c2ccccc12
 : 4% | 3 | -6% | -1% | 7% | 2% | -2% | -2% | 12
- COc1cc(/C=C/C(=O)OCC(=O)c2c(N)n(C)c(=O)n(C)c2=O)ccc1O
 : 15% | 5 | -5% | 0% | 1% | 1% | 8% | 14% | -1
- CSCCC(NS(=O)(=O)c1cccs1)C(=O)Nc1ccc(C)c(Cl)c1 (stereo not drawn)
 : 2% | 1 | 9% | / | / | / | / | -3% | /
- CCC(=O)NC(=S)Nc1ccc(-c2nc3ccccc3s2)cc1
 : 13% | -14 | 2% | ? | 10% | -4% | 21% | 15% | 2
- COc1ccc(CCN2CNc3c(c(=O)n(C)c(=O)n3C)C2)cc1OC
 : 0% | -10 | -5% | 1% | -5% | -8% | 0% | 8% | 6
- COc1ccccc1NC(=O)CSc1nc2ccccc2c(=O)n1CC1CCCO1 (stereo not drawn)
 : -5% | -5 | -5% | -3% | 4% | -3% | -10% | ? | 0

Rewritten in markdown: 7 of the compounds above.
| SMILES | KB-3-1 tox | DRD3 agonist | HEK293 tox | HT1080-NT tox | MCF10A rereplic | SW480 rerep | HT1080 IDH1KD tx | KB-V1 MDR tox | IL-1B inflam inh |
| --- | --- | --- | --- | --- | --- | --- | --- | --- | --- |
| Cc1ccc2c(c1)N(CC(=O)NC1CCC(C)CC1)C(=O)c1cccnc1O2 (stereo not drawn) | 0% | 1 | -21% | 4% | 7% | 3% | 10% | -4% | -12 |
| O=C(C(=O)N1CCOCC1)c1cn(CCOc2ccccc2)c2ccccc12 | 4% | 3 | -6% | -1% | 7% | 2% | -2% | -2% | 12 |
| COc1cc(/C=C/C(=O)OCC(=O)c2c(N)n(C)c(=O)n(C)c2=O)ccc1O | 15% | 5 | -5% | 0% | 1% | 1% | 8% | 14% | -1 |
| CSCCC(NS(=O)(=O)c1cccs1)C(=O)Nc1ccc(C)c(Cl)c1 (stereo not drawn) | 2% | 1 | 9% | / | / | / | / | -3% | / |
| CCC(=O)NC(=S)Nc1ccc(-c2nc3ccccc3s2)cc1 | 13% | -14 | 2% | ? | 10% | -4% | 21% | 15% | 2 |
| COc1ccc(CCN2CNc3c(c(=O)n(C)c(=O)n3C)C2)cc1OC | 0% | -10 | -5% | 1% | -5% | -8% | 0% | 8% | 6 |
| COc1ccccc1NC(=O)CSc1nc2ccccc2c(=O)n1CC1CCCO1 (stereo not drawn) | -5% | -5 | -5% | -3% | 4% | -3% | -10% | ? | 0 |

The listing continues:
Assay codes: A = KB-3-1 tox; B = DRD3 agonist; C = HEK293 tox; D = HT1080-NT tox; E = MCF10A rereplic; F = SW480 rerep; G = HT1080 IDH1KD tx; H = KB-V1 MDR tox; I = IL-1B inflam inh
> O=C(NCc1ccco1)/C(=C/c1cccc(C(F)(F)F)c1)c1nc2ccccc2[nH]1
  A: ?; B: -2; C: -7%; D: ?; E: 23µM*; F: ?; G: ?; H: 21µM*; I: -115*

> Cc1ccc(CCNC(=O)c2ccc(CSCc3ccc(C)cc3)o2)cc1
  A: -20%; B: 6; C: 12%; D: /; E: /; F: /; G: /; H: -22%; I: /

> COc1cc(/C=N/N2CCN(Cc3ccccc3)CC2)cc(OC)c1OC
  A: 1%; B: 6; C: 0%; D: 1%; E: /; F: /; G: 7%; H: 5%; I: -6

> Cc1nc(NCc2ccco2)[nH]c(=O)c1CCC(C)C
  A: 11%; B: -3; C: -27%; D: 11%; E: 8%; F: -1%; G: -1%; H: -2%; I: 8

> Cc1cc(C)cc(OCC(=O)Nc2c(C)ccc3nsnc23)c1
  A: -1%; B: -11; C: 4%; D: /; E: /; F: /; G: /; H: -7%; I: /

> Cc1ccc(-c2c(C)n([O-])c3c([n+]2=O)CCCCC3)cc1
  A: 4%; B: 2; C: -9%; D: 5%; E: -3%; F: -693%[inhibitor]; G: 9%; H: 2%; I: -10

> CN(C)C(CNC(=O)c1ccc(C(=O)c2ccccc2)cc1)c1ccccc1 (stereo not drawn)
  A: 2%; B: -19; C: -2%; D: -28%; E: ?; F: 71%; G: -17%; H: 0%; I: -19

> C=CCN(C(=O)Cn1c(C(=O)OC)cc2oc(C)cc21)c1ccccc1
  A: -9%; B: -23; C: 8%; D: 0%; E: -4%; F: -7%; G: -17%; H: -9%; I: -4

> Cc1ccccc1-c1nc(CS(=O)CC(=O)NC2CCCCC2)c(C)o1 (stereo not drawn)
  A: 1%; B: 0; C: 9%; D: -8%; E: 3%; F: ?; G: -1%; H: -6%; I: 6

> CC(=O)Nc1ccc(NC(=O)CC(C)n2ccnc2)cc1 (stereo not drawn)
  A: 10%; B: -5; C: -10%; D: 1%; E: 0%; F: 0%; G: 16%; H: 8%; I: 14

> Cc1noc(C)c1S(=O)(=O)N(C)C[C@H]1Oc2c(NC(=O)NC(C)C)cccc2C(=O)N([C@H](C)CO)C[C@@H]1C
  A: -1%; B: 3; C: -39%; D: 2%; E: ?; F: -64%[inhibitor]; G: -1%; H: -11%; I: -5

> COC(=O)c1ccc(CNC(=O)CCC(=O)N2CCOCC2)cc1
  A: -3%; B: -8; C: -2%; D: 11%; E: 19%; F: -8%; G: 20%; H: -9%; I: 2

> CC(=O)c1ccc(OC(C)c2nc3ccccc3s2)cc1 (stereo not drawn)
  A: 1%; B: 5; C: 8%; D: 0%; E: -5%; F: 4%; G: 6%; H: -2%; I: 56

> CC1(C)CC(=O)C=C(Nc2cccc(O)c2)C1
  A: -6%; B: 0; C: -4%; D: 5%; E: -2%; F: -2%; G: 6%; H: 0%; I: 12
